Bioassay records deposited in PubChem by several laboratories.
Hck-Nef inh – human Hck-Nef kinase inhibition. P08631. Recombinant Hck-YEEI plus Nef, Z-Lyte FRET kinase assay. inhibition, % at 20 µM. 220,000 tested, 0.68% active. AID 463187;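 active = Hck-Nef kinase inhibition above about 50%, limit read from the data; inactive = inhibition below that limit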;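 note: 0% = DMSO with Hck plus Nef and 100% = Hck alone without Nef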
Runt-CBFb FRET – blocks binding of human RUNX1 Runt domain to CBFb | Q01196+Q13951 | AID 1496 | 220,000 tested, 0.46% active | Cerulean-Runt/Venus-CBFb FRET ratio 530/480, 1 h | inhibition, % at 20 µM;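 active = inhibition over about 50% at 20 µM in the single-dose screen, limit read from the data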;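 note: 0% = DMSO wells and 100% = excess unlabeled CBFb competitor control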
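System: Cerulean-labeled Runt domain protein | Quantity: 100 nM of each labeled protein | Schedule: 1 h compound exposure, room temperature | Detection: Fluorescence energy transfer, 422 nm excitation, 530/480 nm emission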
Mdm2 ligase inh – Mdm2 E3 ligase (human) inhibition | Q00987 | signal enhancement, % at 5 µM | 210,000 tested, 0.11% active | cell-based MDM2 ubiquitination luciferase reporter, 2 h; 0 = plate control, 100 = twice control, blank-subtracted;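 active = signal enhancement of 30% or more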;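 note: luminescence tracks abundance of the self-degrading MDM2-luciferase fusion protein; higher signal means inhibition of MDM2 E3 ligase activity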
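Assay system: stable mammalian line carrying autodegrading MDM2–luciferase fusion reporter; amount: 2000 cells seeded into each well; buffer or medium: DMEM; benchmarks: plate control and blank wells; signal: luciferase luminescence; timing: 2 h compound exposure at 37 °C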
zVAD death inh – L929 zVAD cell death inhibition | L929 zVAD necroptosis rescue, ATP luminescence, 24 h; with zVAD 60 µM | viability rescue, % at 10 µM | 220,000 tested, 0.38% active | AID 1377;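 active = activation, scaled between plate controls, above about 75%, limit read from the data; inactive = activation under that limit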;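 note: 0% = zVAD with DMSO and 100% = DMSO alone without zVAD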
Tb hexokinase – blocks Trypanosoma brucei hexokinase 1 activity; recombinant TbHK1, G6PDH-coupled NADH A340; inhibition, % at 10 µM; 220,000 tested, 0.11% active;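 active = inhibition of 50% or more in the single-dose primary screen; inactive = inhibition below 50%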
14-3-3 Bad inh – disrupts binding of bovine 14-3-3 zeta to phospho-Bad peptide. P63103. TR-FRET 14-3-3zeta/Dy647-pBad peptide displacement, 1 h. inhibition, % at 21.7 µM. 220,000 tested, 0.71% active. AID 781;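 active = inhibition above about 70%, limit read from the data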;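 note: 0% = full 14-3-3 plus peptide FRET controls and 100% = background without 14-3-3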
Target sequence (P63103 whole entry, looked up): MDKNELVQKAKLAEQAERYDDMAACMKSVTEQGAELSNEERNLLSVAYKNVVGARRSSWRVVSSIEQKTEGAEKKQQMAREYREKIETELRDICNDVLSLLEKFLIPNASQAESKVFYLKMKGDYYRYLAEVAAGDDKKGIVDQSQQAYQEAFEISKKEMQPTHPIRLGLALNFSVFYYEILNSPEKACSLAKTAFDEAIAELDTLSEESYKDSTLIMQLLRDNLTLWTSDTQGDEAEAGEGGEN
NCF1 inh – p47phox (human) inhibition | P14598 | p47phox/p22phox peptide binding, fluorescence polarization, 2 h | inhibition, % at 24.7 µM | 220,000 tested, 0.53% active | AID 1274;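 active = inhibition above about 30%, limit read from the data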;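 note: 0% = p47phox with labelled peptide and 100% = labelled peptide alone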
Target sequence (P14598 whole entry, looked up): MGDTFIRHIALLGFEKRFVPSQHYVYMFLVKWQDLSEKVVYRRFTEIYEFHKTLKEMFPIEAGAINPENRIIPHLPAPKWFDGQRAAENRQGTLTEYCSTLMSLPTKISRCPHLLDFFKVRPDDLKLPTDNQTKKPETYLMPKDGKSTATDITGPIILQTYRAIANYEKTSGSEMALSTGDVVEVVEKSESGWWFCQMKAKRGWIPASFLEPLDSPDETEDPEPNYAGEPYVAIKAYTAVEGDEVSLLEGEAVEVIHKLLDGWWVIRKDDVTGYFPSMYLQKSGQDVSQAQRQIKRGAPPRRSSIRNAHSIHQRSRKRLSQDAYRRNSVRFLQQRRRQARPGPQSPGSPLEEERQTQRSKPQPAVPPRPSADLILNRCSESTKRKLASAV
Runt-SMMHC FRET – blocks binding of human RUNX1 Runt domain to CBFb-SMMHC; AID 1434; Cerulean-Runt/Venus-CBFb-SMMHC FRET ratio 530/480, 1 h; inhibition, % at 20 µM; 220,000 tested, 0.74% active;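 active = mean inhibition across duplicate retests at 20 µM reaching about 50%, limit read from the data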;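 note: 0% = DMSO wells and 100% = wells with excess untagged CBFb-SMMHC; inhibitors lower the FRET ratio by blocking Runt binding to CBFb-SMMHC; some results filed as inactive read as strong as hits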
EBV gp42 block – blocks Epstein-Barr virus glycoprotein 42 binding. AID 1085. Q1HVG2. 220,000 tested, 0.42% active. Fluorescence polarization binding assay, mP read-out. inhibition, % (tested at 21.74 µM); in the data active = inhibition above about 50%
Target sequence (Q1HVG2 whole entry, looked up): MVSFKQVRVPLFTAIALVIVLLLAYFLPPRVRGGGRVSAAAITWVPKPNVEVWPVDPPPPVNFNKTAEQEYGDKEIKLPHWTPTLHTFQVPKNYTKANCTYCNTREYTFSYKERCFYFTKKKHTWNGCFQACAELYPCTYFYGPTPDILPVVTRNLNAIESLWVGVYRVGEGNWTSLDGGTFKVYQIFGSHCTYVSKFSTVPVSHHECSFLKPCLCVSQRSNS
* = called active by the depositor; x = no result given; [ ] = dose if it differs, or a comment.

1	C[N+]1(CCOC(=O)C2(c3ccccc3)CCCC2)CCCCC1
2	COCc1[nH][nH]c(=O)c1C=Nc1ccc(F)cc1F
3	O=C(/C=N/O)NCCCN1CCCCCC1
4	CCc1ccccc1NC(=O)c1ccc(F)c(S(=O)(=O)N2CCC(C(N)=O)CC2)c1
5	COc1ccc(CCCc2n[nH]c(=S)n2C)cc1C
6	CC(C)Sc1cc(N2CCOCC2)nc(-c2ccc(Cl)cc2)n1
7	CC1=C(C(=O)Nc2ccc(F)cc2)C(c2ccc(C)o2)C2=C(CC(C)(C)CC2=O)N1 (stereo not given)
8	CCOC(=O)c1c(C(=O)OCC)c(C)n(CCc2ccc(OC)c(OC)c2)c1C
assay / compound	1	2	3	4	5	6	7	8
14-3-3 Bad inh	-2	8[fluorescence artefact?]	-2	4	5	7	1	-3
NCF1 inh	6	-4	-1	-2	-6	-6	-10	-7
Runt-CBFb FRET	0	-1	1	-4	5	-8	0	-1
EBV gp42 block	-33	-25	-6	-15	-22	-15	-24	12
Runt-SMMHC FRET	10	-2	-1	0	6	-3	-54	4
Mdm2 ligase inh	16	0	-64	-2	-92	-1	6	0
Hck-Nef inh	19	2	-21	9	21	0	3	-10
zVAD death inh	6.1	-0.8	-0.2	4.0	-1.8	0.1	-0.6	x
Tb hexokinase	-1	-13	4	5	10	-5	-6	-2

9	CC(=O)N1CCN(c2ccc(N=Cc3c(O)n(Cc4ccccc4)c(=O)[nH]c3=O)cc2)CC1
10	CCc1ccccc1NC(=S)N(Cc1cccnc1)Cc1ccco1
11	COc1cccc(C(=O)NC(=S)N2CCN(c3ccc(C(F)(F)F)cc3[N+](=O)[O-])CC2)c1
12	CCOc1ccc(N2C(=O)S/C(=C\c3ccc(O)c(OC)c3)C2=O)cc1
13	CCOC(=O)c1nc2cc3n(c(C)c-2c1C)C(C)C(C)=C3C (stereo not given)
14	COc1ccc(C2CCN(Cc3cccnc3)CC2O)cc1 (stereo not given)
15	COc1ccc(N2C(=O)CSCC2=O)cc1OC
16	CN(C)C1=NC(=O)/C(=C\c2ccccc2)S1
assay / compound	9	10	11	12	13	14	15	16
14-3-3 Bad inh	-5	-8	-1	0	10[fluorescence artefact?]	0	-5	-14
NCF1 inh	-15	2	-15	-21	56*	-18	-5	-2
Runt-CBFb FRET	-40	0	3	-16	-11	-3	1	0
EBV gp42 block	-19	-19	5	-15	7	-12	-14	-5
Runt-SMMHC FRET	-90	1	-1	-49	-41	2	0	2
Mdm2 ligase inh	x	-4	-3	-8	-14	-9	-20	-2
Hck-Nef inh	-2	1	1	32	-1	-3	-30	21
zVAD death inh	-0.3	0.5	0.8	0.1	-0.2	-0.3	0.1	2.4
Tb hexokinase	-39	11	17	1	-8	6	0	-38

17	Cc1cccc(C)c1NC(=O)N1CC=C(n2c(=O)[nH]c3ccccc32)CC1
18	COc1cc(N)c(Br)cc1C(=O)O
19	Cc1cc2n(n1)C(c1ccc(N(C)C)cc1)Nc1ccccc1-2 (stereo not given)
20	O=C1CC(CCC(=O)NC2CC2)c2ccccc2N1 (stereo not given)
21	Cc1ccccc1OCc1nnc(SCC(=O)NCc2ccccc2)n1C
22	CN(C(=O)CSc1nnc(NCc2ccccc2)s1)C1CCS(=O)(=O)C1 (stereo not given)
23	COc1ccc(CCNc2oc(-c3ccco3)nc2C#N)cc1
24	O=c1[nH]c(CN(CCc2ccccc2)S(=O)(=O)c2ccc(Cl)cc2)nc2ccccc12
assay / compound	17	18	19	20	21	22	23	24
14-3-3 Bad inh	15[fluorescence artefact?]	0	8	4	1	-4	-6	3[fluorescence artefact?]
NCF1 inh	-6	1	-6	-7	-24	1	6	11
Runt-CBFb FRET	1	1	8	0	-2	0	-2	-2
EBV gp42 block	-1	-7	-7	-16	-18	-1	7	-11
Runt-SMMHC FRET	-1	-6	x	1	-2	-1	0	-1
Mdm2 ligase inh	9	0	0	4	9	-11	-18	-10
Hck-Nef inh	2	18	26	0	0	23	0	0
zVAD death inh	0.2	-0.3	-0.1	1.2	0.1	0.2	0.3	2.0
Tb hexokinase	4	-1	-8	-3	0	5	-11	37

Structures above that contain a furan ring, fused or not (3):
7	CC1=C(C(=O)Nc2ccc(F)cc2)C(c2ccc(C)o2)C2=C(CC(C)(C)CC2=O)N1 (stereo not given)
10	CCc1ccccc1NC(=S)N(Cc1cccnc1)Cc1ccco1
23	COc1ccc(CCNc2oc(-c3ccco3)nc2C#N)cc1
assay / compound	7	10	23
14-3-3 Bad inh	1	-8	-6
NCF1 inh	-10	2	6
Runt-CBFb FRET	0	0	-2
EBV gp42 block	-24	-19	7
Runt-SMMHC FRET	-54	1	0
Mdm2 ligase inh	6	-4	-18
Hck-Nef inh	3	1	0
zVAD death inh	-0.6	0.5	0.3
Tb hexokinase	-6	11	-11

(cont.)
25	COc1ccc2cc(C(N)=O)c(=Nc3ccccc3)oc2c1
26	CCC(Sc1nc(N)c(NC(=O)c2ccc(OC)cc2)c(=O)[nH]1)C(=O)O (stereo not given)
27	COc1ccccc1CCNC(=O)c1ccoc1C
28	N#Cc1c(-c2ccccc2)nc2n1CCS2
29	Cc1ccc(-c2nnn3c2nc(NCCc2ccc(S(N)(=O)=O)cc2)c2ccccc23)cc1
30	Cc1nn(CC(=O)N/N=C/c2ccc3c(c2)OCO3)c(C)c1Br
31	O=C(Nc1ccc(N2CCCCC2)cc1)c1cncc(Br)c1
32	c1ccc(Nc2nc3ccccc3o2)cc1
assay / compound	25	26	27	28	29	30	31	32
14-3-3 Bad inh	-9	-11	-4	-3	65[fluorescence artefact?]	80*	-2	-5
NCF1 inh	-8	0	-13	8	-1	4	-13	-9
Runt-CBFb FRET	x	2	3	0	2	-2	x	0
EBV gp42 block	-6	-4	-3	-7	0	-21	-3	-19
Runt-SMMHC FRET	2	-1	4	-2	64	1	-1	0
Mdm2 ligase inh	-20	-6	5	-11	-2	-13	-28	-27
Hck-Nef inh	1	-8	-1	23	-2	0	3	3
zVAD death inh	38	2.1	-0.1	1.1	0.1	0.3	1.4	0.1
Tb hexokinase	-11	6	3	-2	9	-5	-7	-5

33	CCCCNC(=S)N/N=C/c1cccc(OCC)c1O
34	CCCC(=O)Nc1cc(C(F)(F)F)ccc1N1CCOCC1
35	CCCCOC(=O)Nc1cc(C)c(Cl)cc1OC
36	O=C1/C(=C/c2cccc3ccccc23)CCCc2ccccc21
37	O=C(COc1ccc2c(c1)C(=O)CC1(CCCCC1)O2)NCc1ccccn1
38	Fc1ccc(N2CCN(C3=Nc4cccc5cccc3c45)CC2)cc1
39	O=C(NC(=S)NCc1ccccc1)C1CC1
40	O=C(c1cccc(C(F)(F)F)c1)C1CCCN(Cc2cccc(OCCO)c2)C1 (stereo not given)
assay / compound	33	34	35	36	37	38	39	40
14-3-3 Bad inh	-2	-10	39	-6	-3	11	-6	2
NCF1 inh	-10	-10	-4	-18	-26	-13	x	4
Runt-CBFb FRET	0	-1	0	0	2	-11	0	0
EBV gp42 block	-6	8	-9	-7	-17	-21	-2	-8
Runt-SMMHC FRET	2	-2	0	-4	5	-22	-1	-2
Mdm2 ligase inh	-9	-35	-23	x	x	-30	-3	-9
Hck-Nef inh	-1	11	0	13	2	15	-2	-2
zVAD death inh	0.4	2.2	-0.3	-0.3	0.0	-0.4	-0.7	0.6
Tb hexokinase	-60	4	-10	6	-7	-8	-4	-6

Profiles, looked up by structure. Order of values: 14-3-3 Bad inh | NCF1 inh | Runt-CBFb FRET | EBV gp42 block | Runt-SMMHC FRET | Mdm2 ligase inh | Hck-Nef inh | zVAD death inh | Tb hexokinase
`CCOC(=O)c1nc2cc3n(c(C)c-2c1C)C(C)C(C)=C3C` (stereo not given) is listed as 10[fluorescence artefact?] | 56* | -11 | 7 | -41 | -14 | -1 | -0.2 | -8
`O=C1/C(=C/c2cccc3ccccc23)CCCc2ccccc21` is listed as -6 | -18 | 0 | -7 | -4 | x | 13 | -0.3 | 6
`COc1ccc(CCCc2n[nH]c(=S)n2C)cc1C` is listed as 5 | -6 | 5 | -22 | 6 | -92 | 21 | -1.8 | 10
`COc1ccc2cc(C(N)=O)c(=Nc3ccccc3)oc2c1` is listed as -9 | -8 | x | -6 | 2 | -20 | 1 | 38 | -11

(next part)
41	O=C(O)C1C2C=CC(C3CC23)C1C(=O)O (stereo not given)
42	Cc1ccc(NC(=O)c2ccnc(C(C)(C)C)c2)cc1
43	CCCN(C(=O)CSc1nnnn1C)C1CCS(=O)(=O)C1 (stereo not given)
44	CS(=O)(=O)N1CCCC(C(=O)Nc2ccc(F)cc2F)C1 (stereo not given)
45	COc1cnn(-c2ccccc2)c(=O)c1N(C)C
46	O=C(CCc1ccccc1)NCCCN1CCOCC1
47	COc1ccc(Cn2c(C)nc([N+](=O)[O-])c2SCC(=O)O)cc1[N+](=O)[O-]
48	COc1ccc(NC(=S)NNC(=O)c2cccnc2)cc1OC
49	NS(=O)(=O)c1ccc(CNC(=O)c2ccc(Cl)cc2[N+](=O)[O-])cc1
50	Cc1cc(C(=O)COC(=O)c2ccc(O)cc2)c(C)n1Cc1ccco1
assay / compound	41	42	43	44	45	46	47	48	49	50
14-3-3 Bad inh	13[fluorescence artefact?]	0	-12	-3	-2	4	0	-18	-21	-11
NCF1 inh	3	-6	-5	2	-20	-8	1	-1	-3	-27
Runt-CBFb FRET	0	-3	0	2	2	1	-2	5	0	5
EBV gp42 block	-13	-13	-15	0	-5	2	-2	-18	-22	4
Runt-SMMHC FRET	-3	2	1	-1	-2	-1	-1	1	0	-1
Mdm2 ligase inh	x	-1	-1	1	-7	5	2	-16	-9	-11
Hck-Nef inh	2	9	17	19	-5	-1	14	-5	3	5
zVAD death inh	0.0	4.4	13	4.7	0.1	-0.3	18	0.1	0.8	75*
Tb hexokinase	4	3	-3	-6	-7	2	-18	-4	24	-5

Results in sequence from the list:
Hck-Nef inh for entries 37 to 44 → 2, 15, -2, -2, 2, 9, 17, 19
